Screening data as filed in PubChem.
HT1080-NT tox: kills 2HG-producing HT-1080-NT fibrosarcoma cells; HT-1080-NT fibrosarcoma viability, CellTiter-Glo ATP luminescence, 48 h; 360,000 tested, 1.6% active; Potency, µM (doses to about 46.1 µM), for the others: at the highest dose activity, negative = less viability, most hits filed as cytotoxic;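 note: NT is the 2HG producing partner of a matched IDH1 knockdown line; potency is the fitted concentration of half-maximal effect; 0% = DMSO-treated cells and -100% = media-only wells without cells; nearly all actives have a fitted effect of over 55% in size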
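A 48-hour cytotoxicity screen used HT-1080-NT cells plated 2 hours before compound delivery. ATP-based CellTiter-Glo luminescence measured viability, normalized to DMSO and no-cell controls.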
KB-V1 MDR tox: kills drug-selected multidrug resistant KB-V1 cells. Potency, µM (highest dose often 46.1 µM), for the others: top-dose activity change, negative = cytotoxicity, hits mostly cytotoxic. AID 1347076. 400,000 tested, 3.4% active. KB-V1 MDR cells viability, CellTiter-Glo, 72 h; note: potency is the fitted concentration of half-maximal effect; % is set by controls: 0 for no effect and ±100 for the full control effect; nearly all actives have a fitted effect of over 60% in size
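Readout: CellTiter-Glo luminescence, 10 min after addition. Cells: KB-V1 MDR subline, 72 h at 37 degrees C with compound. Analysis: corrected, normalized data fitted to concentration-effect curves.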
KB-3-1 tox: kills parental KB-3-1 adenocarcinoma cells. Potency, µM (titrated, usually from 46.1 µM), without a hit: at the top dose activity change, negative = cytotoxic, most hits filed as cytotoxic. AID 1347075. KB-3-1 viability, CellTiter-Glo ATP luminescence, 72 h. 400,000 tested, 1.4% active; note: potency is the fitted concentration of half-maximal effect; % is set by controls: 0 for no effect and ±100 for the full control effect; nearly all actives have a fitted effect of over 60% in size
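Using CellTiter-Glo luminescence, growth of non-resistant KB-3-1 adenocarcinoma cells is assessed 72 h after pin-tool compound addition at 37 °C. Normalized responses across the concentration series yield fitted curves.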
ATXN2 expr inh: inhibitors of ATXN2 expression | HEK-293 ATXN2-luciferase reporter, luminescence, 24 h | Potency, µM (top dose mostly 57 µM), for the others: top-dose activity change, negative = inhibition, actives largely listed as inhibitors | 360,000 tested, 0.72% active; note: potency is the fitted concentration of half-maximal effect; % is set by controls: 0 for no effect and ±100 for the full control effect; nearly all actives have a fitted effect of over 55% in size
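ATXN2-luciferase reporter cells (luciferase flanked by upstream and downstream ATXN2 gene portions) were treated 24 h at 37 °C with compounds at up to 57 uM. SteadyGlo luminescence gave expression; GF-AFC fluorescence gave viability.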
HT1080 IDH1KD tx: HT-1080 IDH1 knockdown cell toxicity (counter line); HT-1080 IDH1 knockdown viability, ATP luminescence, 48 h; Potency, µM (highest dose often 46.1 µM), inactives show at the highest dose activity, negative = toxicity, hits mostly cytotoxic; 360,000 tested, 2% active; AID 686971;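 note: potency is the fitted concentration of half-maximal effect; 0% = DMSO wells and -100% = cell-free medium wells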
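After a 2 h attachment period, IDH1KD HT-1080 cells took pin-transferred compound for 48 h at 37 °C; ATP-based luminescence after 10 min room-temperature reagent incubation reported viability.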
IL-1B inflam inh: inflammasome signaling inhibition, IL-1 beta readout | activity change, % at 57.5 µM | 360,000 tested, 4.7% active | THP-1 LPS/ATP IL-1B secretion, AlphaLISA, 16 h; hits give low values | AID 743279; in the data active = activity change below about -50%; inconclusive = mostly about -30% to -49%; note: % is set by controls: 0 for no effect and ±100 for the full control effect
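THP-1 cells pretreated 1 hr with compounds (up to 57.5 uM final), then stimulated with LPS (250 ng/mL final) plus ATP (1.25 mM final); secreted IL-1B measured by AlphaLISA after 16 hr, decreased signal indicating inhibition.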
MCF10A rereplic: DNA re-replication induction in MCF 10a cells; MCF 10A DNA re-replication, Hoechst nuclear intensity, 48 h; Potency, µM (doses to about 46.1 µM), inactives show at the top dose activity, positive = re-replication, actives largely listed as activators; 350,000 tested, 2.9% active; AID 624296; note: potency is the fitted concentration of half-maximal effect; % of control where 0% means no effect; nearly all actives have a fitted effect of over 50% in size
ATXN viability: viability counter-screen for ATXN expression inhibitors; 400,000 tested, 0.49% active; Potency, µM (series often up to 56.7 µM), hits mostly cytotoxic; S2 cells (HEK-293 line with an ATXN2-luciferase reporter) viability, CellTiter-Fluor protease fluorescence, 24 h; note: potency is the fitted concentration of half-maximal effect; nearly all actives have a fitted effect of over 40% in size
SW480 rerep: induces DNA re-replication in SW480 colon adenocarcinoma cells. Potency, µM (titrated, usually from 46.1 µM), for the others: at the highest dose re-replication activation, most hits filed as activators. SW480 DNA re-replication, Hoechst DNA content imaging, 48 h. AID 624297. 340,000 tested, 1.8% active; note: potency is the fitted concentration of half-maximal effect; % of control where 0% means no effect; nearly all actives have a fitted effect of over 55% in size
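Hoechst fluorescence of nuclei (405 nm excitation, 500-530 nm emission) measured by plate-scanning imager after 48 hr compound exposure at 37 C; re-replication scored as increased number of nuclei with elevated intensity.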
Active calls of the source: *; i = inactive; ? = inconclusive; · = not tested or not shown; & = joins results of further samples; [ ] = another dose, or the depositor's remark. Unless noted, calls come from the whole dose curve; as a rule, active = well fitted curve in the direction sought with a large enough effect; inconclusive = small, poorly fitted or top-dose-only effect, or another doubt; inactive = no such curve, though single readings can be large; an effect the other way counts as inactive or inconclusive. Not a hit list; any-hit rate near 11%.

Molecule	HT1080-NT tox	KB-V1 MDR tox	KB-3-1 tox	ATXN2 expr inh	HT1080 IDH1KD tx	IL-1B inflam inh	MCF10A rereplic	ATXN viability	SW480 rerep
Cc1ccc(NC(=O)C2CCC(=O)N2C(=O)OCc2ccccc2)cc1 (stereo not given)	2%	24%	-1%	-3%	6%	6	-17%	i	-12%
CC(=O)Nc1ccc(S(=O)(=O)N(C)CC(=O)OCC(=O)N2CCc3ccccc32)cc1	14%	1%	-10%	2%	8%	7	6%	i	-8%
COc1ccc(Br)cc1CNC(=O)Cc1c(C(=O)O)[nH]c2ccc(Cl)cc12	-6%	9%	-1%	-23%	-1%	19	9%	i	0%
COc1ccccc1-n1cnc2cc(NC(=O)c3ccco3)ccc21	11µM*	?	?	53%[activator]	?	-27	0%	i	3%
CCOc1ccccc1CNC(=O)C1Cc2cc(S(=O)(=O)N3CCCCC3)ccc2N1C(C)=O (stereo not given)	-17%	-26%	?	-21%	-23%	-9	11%	i	?
CN(Cc1ccccc1)C(=O)CSc1nc2ccccc2[nH]1	13%	-16%	-1%	54%[activator]	5%	-8	-2%	i	-2%
C[C@@]12CCC=C[C@H]1[C@H](c1ccc3ccccc3c1)N(Cc1ccccc1)C2=O	?	?	?	-12%	?	6	?	i	4%[9.22 µM]
CCC/C(=N\NC(=O)c1ccc(CSc2nncn2C)cc1)c1ccccc1	11%	?	11%	5%	8%	-3	-1%	i	0%
COc1ccc(NC(=O)CN2C(=O)C(C)(C)c3cc(S(=O)(=O)N4CCCCC4)ccc32)cc1Cl	·	-26%	-22%	-17%	·	·	·	?	·
O=C(Cn1ncc2c1-c1ccccc1OC2)N1CCN(Cc2ccccc2)CC1	-4%	-2%	12%	-11%	-3%	-6	-2%	i	-3%
CCCCN(C(=O)CSc1nc(CCC)cc(=O)[nH]1)c1c(N)n(Cc2ccccc2)c(=O)[nH]c1=O	0%	0%	-1%	-2%	-7%	12	13%	i	-8%
COc1ccccc1N1CCN(CCN(C(=O)C2CCCCC2)c2ccccn2)CC1	13%&-24%	-28%&-23%	0%&0%	-1%&-7%&-4%	-4%&-13%	8&-2	2%&12%	i	-4%&-9%
Cc1nc(CCNC(=O)CC2C(=O)NCCN2Cc2ccoc2)nc2c1CCCC2 (stereo not given)	1%	26%	0%	-5%	0%	28	-3%	i	-13%
COc1ccc(CNCCC(c2ccc(F)cc2)c2ccc(OC(C)C)cc2)cc1OC (stereo not given)	23µM*	?	?	?	?	-96*	?	?	?
O=C(CSc1nc2ccccc2n1Cc1ccccc1F)NCc1ccccc1	·	-12%	-9%	-3%	·	·	·	i	·
CCOc1ccc(-c2nonc2NC(=O)c2oc3ccc(F)cc3c2C)cc1	·	0%	?	-16%	·	·	·	?	·
OCC(CO)c1cnnc2ccccc12	2%	-7%	-1%	-1%	19%	3	-6%	?	-2%
COCCN(C(=O)CSc1ncc(C(F)(F)F)cc1Cl)c1c(N)n(Cc2ccccc2)c(=O)[nH]c1=O	5%	3%	-2%	39%	5%	-10	-44%[inhibitor][9.22 µM]	?	66%
ClC(CCN1CCN(Cc2ccccc2)CC1)c1ccccc1 (stereo not given)	14%	-3%	-13%	5%	12%	24	2%	i	-7%
COc1cc(/C=C/C(=O)O)cc(S(=O)(=O)NC2CC2)c1OC	14%	9%	6%	-9%	17%	14	-7%	i	-3%
CN(C)CCCN(C(=O)COc1ccc(Cl)cc1)c1nc2c(F)cccc2s1	15%	3%	2%	0%	8%	-5	13%	i	-3%
CCN(CC)CCCNC(=O)Cn1cnc2sc(C)c(S(=O)(=O)N3CCN(c4ncccn4)CC3)c2c1=O	10%	?	-6%	-20%[11.3 µM]	14%	18	-6%	i	-2%
O=C(COC(=O)c1cncc(Br)c1)Nc1ccc(S(=O)(=O)N2CCOCC2)cc1	-2%	19%	0%	·	-2%	-5	·	i	·
CCN(CC)S(=O)(=O)c1cccc(-c2nnc(-c3ccc(C)cc3)o2)c1	-3%	0%	-3%	-17%	0%	-6	19%	i	2%
CC(=O)Nc1ccc(NC(=O)CSc2nnc(NC(=O)c3ccco3)s2)cc1	-2%	24%	6%	4%	-17%	0	3%	i	-7%
CC(C)c1ccc(NC(=O)C2CCN(S(=O)(=O)c3cccc4nsnc34)CC2)cc1	·	-2%	-3%	-11%	·	·	·	i	·
O=C(NC1CCCCC1)NC12CC3CC(CC(C3)C1)C2	14%	-9%	-4%	9%	5%	8	-8%	i	-9%
COc1ccc(N(CC(=O)N2CCc3ccccc3C2)S(C)(=O)=O)cc1OC	0%	3%	15%	-11%	-6%	7	5%	i	0%
OCC1OC(n2cnc3c(NC4CCCC4)ncnc32)C(O)C1O (stereo not given)	11%	-7%	-1%	-9%	-1%	8	-3%	i	?
C=CCNCCCCOc1ccc(C)cc1[N+](=O)[O-]	1%	-6%	?	7%	12%	9	6%	i	0%
CCCn1c(SCC(=O)Nc2ccccc2Cl)n[nH]c1=O	0%	16%	4%	·	14%	9	-1%	i	0%
Cc1nnc(SCC(=O)NCc2cccs2)[nH]c1=O	5%	-6%	9%	3%	17%	-2	5%	i	2%
O=C(NC(=O)N1CCCCC1)c1ccc(Cl)cc1	17%	6%	7%	20%	20%	0	-44%[inhibitor]	i	-7%
O=C(CCc1ccccc1)OCC(=O)c1ccc(Br)cc1	-2%	15%	14%	1%	0%	-9	2%	i	-1%
CCOC(=O)C1CCN(Cc2cnc(Oc3ccc(N)cc3)s2)CC1	2%	-4%	-1%	10%	2%	-4	-191%[0.0737 µM]	i	-3%
COc1ccc(N(CC(=O)Nc2ccccc2SC)S(C)(=O)=O)cc1OC	2%	-18%	15%	·	-1%	0	1%	·	-2%
Nc1ncnc2c1ncn2-c1ccccc1Cl	2%	-8%	0%	16%	11%	-6	1%	i	-4%
Cc1nc(Nc2ccccc2)[nH]c(=O)c1CCC(C)C	9%	-26%	?	·	8%	23	7%	·	-9%
COC(=O)c1ccc(NC(=S)NC(=O)c2c(Cl)cnn2C)cc1	4%	21%	6%	3%	16%	0	1%	i	-4%
Cc1cc(-n2c(=S)sc3c(=O)n(-c4ccc(F)cc4)c(SCC(=O)O)nc32)ccc1Cl	-1%	?	-8%	4%	1%	6	?	i	3%
CN(C)Cc1c(C(=O)Nc2ccccc2)[nH]c2ccccc12	-22%	2%	-8%	57%[activator]	6%	28	-3%	i	-5%
Cc1cc(NC(=O)CSc2nc(-c3cccs3)nc3ccccc23)no1	5.8µM*	?	5.8µM*	-19%	5.2µM*	26	15µM*	?	5.8µM*
Cc1nc2sc(C(c3ccc(Cl)cc3)N3CCN(c4ccccc4F)CC3)c(O)n2n1 (stereo not given)	-15%	-3%	0%	2%	0%	?	6%	i	-6%
Cc1cc(C)c2c(-n3cccc3)c(C(=O)NNS(=O)(=O)c3ccc(F)cc3)sc2n1	3%	2%	?	0%	11%	39	11%	i	2%
Cc1cc2ncc(C(=O)N=CN(C)C)cn2n1	14%	-6%	-9%	9%	8%	-25	1%	i	-5%
CC(=O)c1ccc(S(=O)c2ccccc2)cc1 (stereo not given)	-28%	-21%	2%	5%	-8%	-10	20%	i	-2%
COc1ccc(/C=C2\SC(=O)N=C2N)cc1OC	-15%	28%	0%	·	-13%	8	1%	i	-7%
Cc1cc(-n2c(SCCC#N)nnc2-c2cccnc2)ccc1Cl	4%	-16%	-11%	0%	1%	-2	5%	i	3%
O=C(O)COc1ccccc1/C=C1\SC(=Nc2ccc(F)cc2)N(c2ccc(F)cc2)C1=O	-22%	?	-22%	-30%	-21%	1	6.5µM*	?	?
CCn1c(SCC(=O)N2CCCCC2C)nnc1-c1ccc(S(=O)(=O)N2CCN(C)CC2)cc1 (stereo not given)	-6%	3%	-3%	-6%	0%	-6	-185%[0.0737 µM]	i	?
COc1ccc2nc(-c3ccccc3)cc(C(=O)OCC(=O)NC3CC3)c2c1	-3%	-5%	14%	2%	5%	25	0%	i	?
Cc1ccc(CN2CC(C(=O)N3CC=C(c4ccccc4)CC3)CC2=O)cc1 (stereo not given)	11%	?	0%	-2%	12%	-1	1%	i	-2%
CCN(CC)CC1(O)CCN(C(=O)c2ccc(Cl)c(Cl)c2)CC1	-3%	-1%	-3%	-17%	5%	13	6%	i	8%
CCCCNC(=O)c1ccccc1SCc1c(C)noc1C	4%	-20%	-19%	-7%	4%	17	7%	i	-13%
CC(NC(=O)C1CC12CCC2)c1ccccc1 (stereo not given)	-3%	-10%	-7%	·	-2%	-5	6%	i	-1%
COc1ccc(N2C(=O)C(CC(N)=O)N(NC(=O)c3cccc(OC)c3)C2=S)cc1 (stereo not given)	17%	3%	?	0%	19%	-20	-47%[inhibitor]	i	-27%
